TLR4 MyD88 comp: blocks binding of human TLR4 to MyD88. O00206+Q99836. HeLa CL3-4 TLR4/MyD88 BLA complementation, FRET ratio. inhibition, % at 8.4 µM. 0.18% of 200,000 active; in the data active = inhibition above about 25%;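 also: 0% = vehicle and 100% = reference inhibitor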
PPARg SRC3 recr: PPARgamma-driven SRC-3 recruitment agonism; P37231; biochemical PPARgamma/SRC-3 coactivator recruitment assay; activation, % at 8 µM; 0.26% of 200,000 active; AID 731; in the data active = activation above about 23%;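 also: 0% = DMSO and 100% = reference agonist; some compounds past the cut are filed as inactive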
Target sequence (P37231 whole entry, looked up): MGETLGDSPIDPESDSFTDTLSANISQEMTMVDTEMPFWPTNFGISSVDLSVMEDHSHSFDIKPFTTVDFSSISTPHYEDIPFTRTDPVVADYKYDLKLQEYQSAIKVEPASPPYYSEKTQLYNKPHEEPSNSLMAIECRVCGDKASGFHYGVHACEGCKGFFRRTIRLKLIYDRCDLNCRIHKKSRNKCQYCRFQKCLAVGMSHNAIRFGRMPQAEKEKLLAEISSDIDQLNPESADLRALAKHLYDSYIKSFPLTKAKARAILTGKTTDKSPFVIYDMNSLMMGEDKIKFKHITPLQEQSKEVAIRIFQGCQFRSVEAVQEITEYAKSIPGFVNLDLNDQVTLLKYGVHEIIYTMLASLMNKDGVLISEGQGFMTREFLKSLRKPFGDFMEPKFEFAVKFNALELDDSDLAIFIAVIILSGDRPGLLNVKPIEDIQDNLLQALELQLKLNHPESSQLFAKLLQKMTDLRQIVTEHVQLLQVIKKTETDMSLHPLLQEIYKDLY
TR-FRET SRC-2 ct: TR-FRET artefact, counter-screen to PPARgamma/SRC-2 agonist assay; active compounds read high; TR-FRET ratio at 8 µM; 0.4% of 200,000 active; AID 1049; in the data active = TR-FRET ratio above about 2000; also: inactives centre near 1500; reference of the scale not given here
PPARg SRC-2 ag: agonists of SRC-2 recruitment by human PPARgamma | P37231 | PPARgamma LBD-SRC-2 recruitment, biochemical | activation, % at 8 µM | 0.34% of 200,000 active; in the data active = activation above about 22%;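 also: 0% = vehicle and 100% = reference agonist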
bIAP inh: intestinal alkaline phosphatase (bovine) inhibition | 190,000 tested, under 10 active | purified bovine IAP, CDP-star luminescence, 30 min | inhibition, % at 20 µM;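 active = over 50% inhibition of intestinal alkaline phosphatase at 20 µM in the single-dose screen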
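Assay system: bovine IAP enzyme; medium: DEA buffer 100 mM, pH 9.8, with MgCl2 1.0 mM, ZnCl2 0.02 mM; doses: 20 µM single dose; incubation: enzyme reaction for 30 min at room temperature; detection: CDP-star luminescence signal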
S1P3 antagonist: S1P3 (human) receptor antagonism; Q99500; CHO S1P3 NFAT-BLA reporter, FRET fluorescence, antagonist mode; inhibition, % at 4.98 µM; 0.27% of 170,000 active;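 active = inhibition above the plate cutoff, the mean inhibition of test wells on that plate plus 3 SD, cut at about 28% in these data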;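 also: cells challenged with S1P at its EC80 of 0.8 µM; blue over green emission ratio from cleaved BLA substrate after 4 h stimulation; 0% = S1P-stimulated wells and 100% = unstimulated DMSO-only wells; some compounds past the cut are filed as inactive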
L major viab: inhibitors of Leishmania major promastigote growth | inhibition, % at 10 µM | 9% of 200,000 active | Leishmania major promastigotes, resazurin fluorescence viability; in the data active = inhibition above about 50%;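 also: promastigotes grown with compound for 44 hours at 28 °C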
PPARg SRC-1 ag: promotes SRC-1 coactivator recruitment by human PPARgamma; P37231; PPARgamma-SRC-1 coactivator recruitment biochemical assay; activation, % at 8 µM; 0.41% of 200,000 active; in the data active = activation above about 19%;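 also: 0% = DMSO and 100% = reference agonist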
bIAP act: increases bovine intestinal alkaline phosphatase activity; purified bovine IAP, CDP-star luminescence, 30 min; active compounds read high; fold of DMSO-control signal, blank-subtracted; activation factor at 20 µM; 0.17% of 200,000 active; AID 1016;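 active = activation factor of 2 or more at 20 µM, a signal rise over negative controls twice the positive control's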
ROMK primary: human ROMK K+ channel modulation, primary screen. AID 1918. Tet-inducible ROMK, thallium flux fluorescence; actives lie on both sides. B-score at 10 µM. 2% of 130,000 active. P48048;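 active = signal ratio slope over the read window, or its plate-corrected B-score, at least 3 SD from the plate mean, either direction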;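 also: B-score of the F/F0 ratio slope over 7 to 12 s after thallium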
Target sequence (P48048 whole entry, looked up): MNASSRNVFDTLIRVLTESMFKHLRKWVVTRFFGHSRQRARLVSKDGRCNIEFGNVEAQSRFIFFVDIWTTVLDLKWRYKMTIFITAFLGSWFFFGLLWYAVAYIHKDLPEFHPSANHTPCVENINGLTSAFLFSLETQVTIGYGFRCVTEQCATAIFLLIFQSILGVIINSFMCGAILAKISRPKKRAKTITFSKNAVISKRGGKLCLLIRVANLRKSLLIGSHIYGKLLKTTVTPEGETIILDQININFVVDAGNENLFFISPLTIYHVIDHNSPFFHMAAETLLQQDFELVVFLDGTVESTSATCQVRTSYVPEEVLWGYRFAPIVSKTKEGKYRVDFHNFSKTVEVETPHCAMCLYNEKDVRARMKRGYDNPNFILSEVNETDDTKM
Redox H2O2 prof: compounds producing H2O2 with reducing agent – biochemical, NIH compound library profiling, artefact control for MLSCN library redox annotation, primary screen | 0.03% of 200,000 active | DTT-dependent redox cycling H2O2, phenol red/HRP absorbance; 100% = 100 µM peroxide control, 0% = buffer | activation, % at 10 µM;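 active = activation of at least 50% relative to the plate's high and low controls in the primary single-dose screen; inactive = activation below 50%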;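 also: compound incubated with DTT at 0.8 mM final as the reducing agent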
Starred values were filed as active, the others as inactive; nt = no result given.

[1] Cc1cc(NC(=O)c2cc(C3CC3)on2)no1
[2] O=C(COc1ccc2ccc(=O)oc2c1)N1CCc2ccccc21
[3] CC(C)n1c(/N=C/c2c[nH]c3ccccc23)nc2ccccc21
[4] COc1ccc(NC2=NCC(=O)N2c2ccccc2)c(OC)c1
[5] O=C(Cn1c2[n+](c3ccc(C(F)(F)F)cc31)CCCCC2)Nc1ccccc1
[6] CC(=O)c1ccc(S(=O)(=O)Nc2cccc(S(=O)(=O)NC3=NCCC3)c2)cc1
[7] O=C(O)c1ccc(-c2nc(-c3ccccc3Cl)cs2)cc1
[8] c1ccc2c(NC3CCCC3)nnc(NC3CCCC3)c2c1

assay / compound	1	2	3	4	5	6	7	8
TLR4 MyD88 comp	-17	-2	-8	-10	-5	1	-3	3
PPARg SRC3 recr	2	1	2	-18	-3	1	11	2
TR-FRET SRC-2 ct	1672	1373	1658	1638	1376	1394	1677	1728
PPARg SRC-2 ag	15	0	-9	-5	6	-12	10	10
bIAP inh	13	-10	6	6	1	2	9	-42
S1P3 antagonist	15	-13	nt	nt	-16	3	-6	2
L major viab	-4	5	15	11	0	32	6	97*
PPARg SRC-1 ag	7	2	0	-9	-13	-9	-4	11
bIAP act	0.9	1.1	0.9	0.9	1	1	0.9	1.4
ROMK primary	nt	0.38	nt	0.84	-0.61	2.1	-0.88	nt
Redox H2O2 prof	0.8	0.1	2.1	-0.5	-0.1	0.5	-0.3	2.7

[9] CCOC(=O)c1nnn(CC(=O)N2N=C(c3ccc(Cl)cc3)CC2c2ccc(OC)cc2)c1C(=O)OCC (stereo not drawn)
[10] O=C(CCCc1nc2ccccc2s1)Nc1nccs1
[11] O=C1C(Cl)=C(Nc2cccc(O)c2)C(=O)N1Cc1ccccc1
[12] CCOC(=O)c1ccc(NC(=O)C2(c3ccc(OC)cc3)CCOCC2)cc1
[13] O=C(Nc1cccc(N=Cc2cc(Br)cc(Br)c2O)c1)c1ccco1
[14] CS(=O)(=O)N(CC(=O)NCc1ccccc1Cl)Cc1ccccc1
[15] C=CCOc1ccc2ccccc2c1CNCCCN1CCOCC1
[16] O=C(Cn1c(NCCO)nc2ccccc21)NCCc1ccccc1

assay / compound	9	10	11	12	13	14	15	16
TLR4 MyD88 comp	9	4	2	-10	3	11	-9	-19
PPARg SRC3 recr	-2	8	-4	5	3	11	-2	-8
TR-FRET SRC-2 ct	1416	1582	1488	1671	1714	1671	1356	1486
PPARg SRC-2 ag	4	9	0	12	5	5	-1	2
bIAP inh	8	2	0	9	0	-2	1	9
S1P3 antagonist	nt	7	3	nt	0	nt	nt	-2
L major viab	3	1	14	0	-10	-2	49	4
PPARg SRC-1 ag	-2	4	-9	-7	1	7	-2	-3
bIAP act	0.9	1	1	0.9	1	1	1	0.9
ROMK primary	nt	nt	nt	nt	nt	-0.056	nt	-0.99
Redox H2O2 prof	0.3	0.8	-0.5	-3.2	0.4	-0.3	-4.1	0.2

[17] O=c1oc2cc(OCc3ccc(F)cc3F)ccc2cc1-c1ccc2ccccc2n1
[18] CC(=O)CSc1nc2ccc(Nc3nc(N4CCOCC4)nc(N4CCOCC4)n3)cc2s1
[19] O=C(COc1ccc(C(=O)Nc2ccc(Cl)cc2)cc1)NCc1ccccc1
[20] O=C(NCCn1ccc2ccccc21)c1cccc([N+](=O)[O-])c1
[21] COc1cc(CNc2ccc3c(c2)CCC3)cc(OC)c1O
[22] CCOc1ccc2[nH]c(=O)c(CN(Cc3ccc(F)cc3)C(=O)N3CCCC3)cc2c1
[23] CCS(=O)(=O)N1CCC(C(=O)N2CCc3ccccc3C2)CC1
[24] Cc1nnc(-c2cnn(C)c2N)n1CCCN1CCOCC1

assay / compound	17	18	19	20	21	22	23	24
TLR4 MyD88 comp	1	1	3	-11	-3	0	-6	0
PPARg SRC3 recr	2	-4	4	-8	0	-12	-5	-4
TR-FRET SRC-2 ct	1446	1593	1444	1557	1492	1466	1505	1757
PPARg SRC-2 ag	-2	3	9	-5	-1	-8	-6	5
bIAP inh	2	-3	3	17	12	-1	6	5
S1P3 antagonist	-8	29	8	-12	2	20	11	12
L major viab	-2	64*	-5	12	10	13	-4	-9
PPARg SRC-1 ag	1	6	0	-1	-6	5	3	-3
bIAP act	1	1	1	0.8	0.9	1	0.9	0.9
ROMK primary	nt	-0.23	0.97	-0.11	0.46	nt	0.75	-0.22
Redox H2O2 prof	0.1	0.2	0.7	-0.4	0.2	2.2	-0.5	-1.7

[25] COc1ccc(C2CC(c3ccccc3)=NN2C(=O)COC(=O)c2cccnc2)cc1 (stereo not drawn)
[26] Cn1c(=O)n(CCc2ccccc2)c(=O)c2c1nc1n2CCCN1Cc1ccccc1
[27] O=C(N/N=C/c1ccc(COc2ccc(Br)cc2)o1)c1ccco1
[28] O=C1[C@H](CC[C@H](O)c2ccc(F)cc2)[C@@H](c2ccc(O)cc2)N1c1ccc(F)cc1
[29] CCN(/N=C/C=C/c1ccccc1)c1cc(=O)n(C)c(=O)[nH]1
[30] CCCCCOC(=O)Cc1c(O)c2ccccc2n(C)c1=O
[31] CCCCc1ccc(-c2nc(NC(=O)C3C4CCC(O4)C3C(=O)O)sc2C)cc1 (stereo not drawn)
[32] COc1ccc(Cl)cc1NC(=O)COc1cccc(-n2cnnn2)c1

assay / compound	25	26	27	28	29	30	31	32
TLR4 MyD88 comp	-4	4	-8	nt	-8	-7	5	-6
PPARg SRC3 recr	1	9	2	5	2	0	2	-11
TR-FRET SRC-2 ct	1700	1759	1541	1741	1637	1549	1495	1390
PPARg SRC-2 ag	8	7	-4	8	6	1	-2	2
bIAP inh	3	5	-5	-18	3	-1	-5	-1
S1P3 antagonist	5	-10	2	-5	-15	-32	nt	13
L major viab	10	14	-1	nt	-4	-11	-5	1
PPARg SRC-1 ag	4	9	5	0	0	1	-14	-4
bIAP act	1	0.9	1.1	1.2	1	1	1	1
ROMK primary	nt	0.1	0.63	nt	0.38	nt	nt	-1.1
Redox H2O2 prof	0.0	-0.5	-0.2	nt	0.2	-0.7	21	1.5

[33] CC(NC(=O)c1ccccc1)c1ccc(F)cc1 (stereo not drawn)
[34] COc1ccccc1NC(=O)Cc1csc(NC(=S)Nc2ccccc2)n1
[35] NC(=O)c1ncc(C(F)(F)F)cc1Oc1ccc(F)cc1
[36] COCCNC(=O)CSc1nc2ccccc2c(=O)n1-c1cccc(OC)c1
[37] Cc1ccc(-c2nn(-c3cc(Cl)ccc3[N+](=O)[O-])c(=O)c3ccccc23)cc1C
[38] O=C(/C=C1\NC2(CCCC2)Cc2ccccc21)N1CCOCC1
[39] COc1cc(Cl)c(C)cc1NC(=O)CSc1nnc(-c2ccco2)n1CC(C)C
[40] Nc1c(S(=O)(=O)c2ccccc2)c2nc3ccccc3nc2n1C1CC1

assay / compound	33	34	35	36	37	38	39	40
TLR4 MyD88 comp	-11	-6	8	6	1	9	-12	-6
PPARg SRC3 recr	1	-7	4	11	-6	8	8	6
TR-FRET SRC-2 ct	1507	1473	1575	1665	1482	1567	1487	1927
PPARg SRC-2 ag	0	-1	1	-7	0	-1	6	-3
bIAP inh	19	14	-6	0	15	6	6	-3
S1P3 antagonist	-15	nt	nt	1	nt	-19	6	-1
L major viab	4	10	-6	-3	19	88*	37	20
PPARg SRC-1 ag	-6	-1	-1	2	-6	-3	3	4
bIAP act	0.8	0.9	1.1	1	0.9	0.9	0.9	1
ROMK primary	1.2	-0.04	0.024	nt	nt	-1.6	nt	0.81
Redox H2O2 prof	-0.5	-3.0	0.1	-0.6	3.0	2.4	0.3	-2.4

One compound at a time, from the list above. Order of values: TLR4 MyD88 comp | PPARg SRC3 recr | TR-FRET SRC-2 ct | PPARg SRC-2 ag | bIAP inh | S1P3 antagonist | L major viab | PPARg SRC-1 ag | bIAP act | ROMK primary | Redox H2O2 prof
`O=c1oc2cc(OCc3ccc(F)cc3F)ccc2cc1-c1ccc2ccccc2n1` across the screens: 1 | 2 | 1446 | -2 | 2 | -8 | -2 | 1 | 1 | nt | 0.1
`Cc1cc(NC(=O)c2cc(C3CC3)on2)no1` across the screens: -17 | 2 | 1672 | 15 | 13 | 15 | -4 | 7 | 0.9 | nt | 0.8
`CCN(/N=C/C=C/c1ccccc1)c1cc(=O)n(C)c(=O)[nH]1` across the screens: -8 | 2 | 1637 | 6 | 3 | -15 | -4 | 0 | 1 | 0.38 | 0.2

Continuation:
[41] O=C(COc1cccc2cccnc12)Nc1ccccc1
[42] Cc1ccc(-c2nnc(SCC(=O)OC(C)C)n2N)cc1
[43] O=C(COc1ccccc1)NNC(=O)COc1ccc([N+](=O)[O-])cc1
[44] CN(C1=C(NC(=O)c2ccc(Cl)cc2)C(=O)c2ccccc2C1=O)c1ccccc1
[45] CCN(c1cccc(C)c1)S(=O)(=O)c1cccc2nsnc12
[46] Cc1ccc(S(=O)(=O)NCCC(=O)Nc2ccc(Cl)c(Cl)c2)cc1
[47] O=c1nc(Nc2ccccc2)sc2ccc([N+](=O)[O-])cc12
[48] O=C(CNC(=O)C1CCCCC1)Nc1cc(Cl)ccc1Cl
[49] Cc1ccccc1Nc1nc(N)nc(CN2CCN(Cc3ccc4c(c3)OCO4)CC2)n1

assay / compound	41	42	43	44	45	46	47	48	49
TLR4 MyD88 comp	5	1	-3	-6	-3	9	-6	20	12
PPARg SRC3 recr	8	5	3	4	0	1	-9	4	3
TR-FRET SRC-2 ct	1595	1650	1546	1348	1340	1456	1334	1689	1475
PPARg SRC-2 ag	1	-3	12	15	-7	3	-1	-3	3
bIAP inh	2	-7	2	-6	28	5	7	6	3
S1P3 antagonist	1	nt	-12	-12	nt	3	-7	-1	-1
L major viab	-5	-2	-4	64*	28	12	-2	-8	-2
PPARg SRC-1 ag	8	5	15	6	-2	-4	1	5	6
bIAP act	1	1.1	1	1.1	0.7	0.9	0.9	0.9	1
ROMK primary	-1.3	nt	0.96	nt	0	nt	nt	0.061	0.11
Redox H2O2 prof	0.7	1.7	-0.6	0.6	-1.6	-0.3	0.6	-0.2	4.9

Compound activity: PubChem, several laboratories
